HEK293 tox: cytotoxic in the GLP-1 receptor inverse agonist counter-screen; HEK293 cAMP-luciferase reporter cells, luminescence, 24 h; Potency, µM (series often up to 38.3 µM), for inactives: at the highest dose activity change, negative = inhibition, most hits filed as inhibitors; 0.13% of 410,000 active; AID 624418;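 also: loss of luciferase light is scored as toxicity; % is scaled to controls: 0 for no effect and ±100 for the full control effect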
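Compound-treated cells are incubated 24 hr at 37 deg C under 5% CO2 after a 12 hour attachment period, then luciferase detection reagent is added and luminescence is measured following 12 min at room temperature; lowered signal indicates toxicity.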
KB-3-1 cytotox: kills parental KB-3-1 adenocarcinoma cells. 1.4% of 400,000 active. KB-3-1 viability, CellTiter-Glo ATP luminescence, 72 h. AID 1347075. Potency, µM (titrated, usually from 46.1 µM), without a hit: top-dose activity change, negative = cytotoxic, hits mostly cytotoxic; also: % is scaled to controls: 0 for no effect and ±100 for the full control effect; nearly all actives have a fitted effect of over 60% in size
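Parental KB-3-1 adenocarcinoma cells in phenol-red-free DMEM with 10% FBS were pin-treated with compounds at several concentrations, incubated 72 h at 37 °C, and viability read by CellTiter-Glo luminescence; concentration-effect curves were fitted after normalization.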
GLP-1R inv ag: inverse agonists of human GLP-1 receptor. HEK293 GLP-1R CRE-luciferase, luminescence, 24 h; GLP-1R form is constitutively active. Potency, µM (highest dose often 38.3 µM), for the others: top-dose activity change, negative = inhibition, hits mostly inhibitors. 1.6% of 410,000 active; also: % is scaled to controls: 0 for no effect and ±100 for the full control effect; nearly all actives have a fitted effect of over 55% in size
Target sequence (P43220 whole entry, looked up): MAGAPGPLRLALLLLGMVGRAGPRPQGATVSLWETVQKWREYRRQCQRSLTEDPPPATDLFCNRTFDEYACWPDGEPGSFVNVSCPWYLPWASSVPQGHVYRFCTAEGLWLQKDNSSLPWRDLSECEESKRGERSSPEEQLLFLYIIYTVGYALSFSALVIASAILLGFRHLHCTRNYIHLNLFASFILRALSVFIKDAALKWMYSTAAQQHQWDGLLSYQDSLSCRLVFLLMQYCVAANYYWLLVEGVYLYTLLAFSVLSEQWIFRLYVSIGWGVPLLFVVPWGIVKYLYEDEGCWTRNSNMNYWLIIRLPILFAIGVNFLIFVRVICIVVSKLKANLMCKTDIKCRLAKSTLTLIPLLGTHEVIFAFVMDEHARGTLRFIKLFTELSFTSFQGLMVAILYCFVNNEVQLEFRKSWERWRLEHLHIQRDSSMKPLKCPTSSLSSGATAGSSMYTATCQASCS
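Luminescence readout: a drop in cAMP-driven luciferase signal flags inverse agonism at a constitutively active GLP-1R stably expressed in HEK293. Compound exposure lasted 24 hr at 37 deg C, 5% CO2.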
HT1080 IDH1KD tx: toxicity to HT-1080 IDH1 knockdown cells (counter line) | HT-1080 IDH1 knockdown viability, ATP luminescence, 48 h | 2% of 360,000 active | Potency, µM (titrated, usually from 46.1 µM), without a hit: at the highest dose activity, negative = toxicity, usual class: cytotoxic;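 also: 0% = DMSO wells and -100% = cell-free medium wells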
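IDH1KD HT-1080 cells, 750/well, RPMI + 5% FBS; compound pinned after 2 h settling; 48 h, 37 °C; CellTiter-Glo luminescence; % activity normalised to DMSO and no-cell wells; curves fitted, classed by r2 and efficacy.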
TDP43 rescue: TDP-43 toxicity inhibition in yeast; TDP-43 expressing yeast growth rescue, BacTiter-Glo, 24 h; Potency, µM (titrated, usually from 46.1 µM), for the others: top-dose growth rescue (activation), most hits filed as activators; 1.8% of 410,000 active; also: % of control where 0% means no effect; nearly all actives have a fitted effect of over 50% in size
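Readout is BacTiter-Glo luminescence of cell growth, so inhibitors register as activators. TDP-43-expressing yeast at OD600=0.02 in galactose medium, after raffinose pregrowth to mid-log, were incubated with compound for 24 hr at 30 deg C.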
KB-V1 MDR tox: kills drug-selected multidrug resistant KB-V1 cells. AID 1347076. Potency, µM (series often up to 46.1 µM), inactives show at the top dose activity change, negative = cytotoxicity, most hits filed as cytotoxic. KB-V1 MDR cells viability, CellTiter-Glo, 72 h. 3.4% of 400,000 active; also: % is scaled to controls: 0 for no effect and ±100 for the full control effect; nearly all actives have a fitted effect of over 60% in size
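Cytotoxicity toward P-gp-expressing KB-V1 cells was determined as loss of CellTiter-Glo luminescence after 72 h at 37 degrees C. Compounds were tested in quantitative HTS format across a concentration range, with curves fitted to normalized data.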
SW480 rerep: inducers of DNA re-replication in SW480 colon cancer cells; SW480 DNA re-replication, Hoechst DNA content imaging, 48 h; Potency, µM (highest dose often 46.1 µM), for inactives: top-dose re-replication activation, most hits filed as activators; 1.8% of 340,000 active; AID 624297; also: % of control where 0% means no effect; nearly all actives have a fitted effect of over 55% in size
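Cells (250 per well) received 23 nL compound or DMSO by pin tool and were kept 48 hr at 37 C, 5% CO2. Nuclei were then stained with Hoechst for 40 min and scanned for DNA content.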
GLP-1R agonist: GLP-1 receptor (human) agonism. 0.007% of 380,000 active. AID 624172. HEK293 GLP-1R CRE-luciferase, luminescence, 4-6 h; cells express a hypersensitive GLP-1R form. Potency, µM (titrated, usually from 45.6 µM), for inactives: top-dose activation, most hits filed as activators; also: % of control where 0% means no effect
HT1080NT lethal: kills 2HG-producing HT-1080-NT fibrosarcoma cells; HT-1080-NT fibrosarcoma viability, CellTiter-Glo ATP luminescence, 48 h; Potency, µM (series often up to 46.1 µM), without a hit: top-dose activity, negative = less viability, most hits filed as cytotoxic; 1.6% of 360,000 active; AID 686970;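 also: NT is the 2HG producing partner of a matched IDH1 knockdown line; 0% = DMSO-treated cells and -100% = media-only wells without cells; nearly all actives have a fitted effect of over 55% in size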
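Fibrosarcoma NT cells, 750 per well in 5% FBS RPMI, were exposed to compound for 48 hours. Viability: CellTiter-Glo luminescence.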
Starred values were filed as active, the others as inactive; ? = inconclusive; nt = not tested or not shown; [ ] = dose if it differs, or a comment. Calls follow the shape of the dose curve; as a rule, active = well fitted curve in the direction sought with a large enough effect; inconclusive = small, poorly fitted or top-dose-only effect, or another doubt; inactive = no such curve, though single readings can be large; an effect the other way counts as inactive or inconclusive. Potency is read from the fitted curve at half-maximal effect.

SMILES	HEK293 tox	KB-3-1 cytotox	GLP-1R inv ag	HT1080 IDH1KD tx	TDP43 rescue	KB-V1 MDR tox	SW480 rerep	GLP-1R agonist	HT1080NT lethal
O=C(CNC(=O)c1ccccc1F)NCC(c1cccs1)N1CCOCC1 (centres undefined)	?	-2%	15%	-1%	0%	0%	-3%	2%	1%
Nn1c(SCC(=O)Nc2cccc(S(N)(=O)=O)c2)nnc1C1CC1	-16%	2%	9%	3%	-4%	?	0%	-4%	6%
CCc1ccc(-n2cc(-c3ccc([N+](=O)[O-])cc3)[nH]c2=S)cc1	-8%	-7%	3%	-8%	12%	0%	-4%	-1%	0%
CC(Sc1nnc(C2CC2)n1C1CC1)C(=O)Nc1cccc(S(=O)(=O)N(C)C)c1 (centres undefined)	2%	-3%	9%	1%	15%	-9%	-5%	0%	7%
CCN(C(=O)CSc1nc2ccccc2[nH]1)c1ccccc1	3%	10%	?	nt	?	-10%	nt	nt	nt
CCOC(=O)c1ccccc1NC(=O)C1CC(=O)N(c2ccccc2)C1 (centres undefined)	4%	0%	5%	-2%	29%	-9%	0%	18%	4%
CCc1ccc2c(c1)C1(SC(NC(C)=O)=NN1C(C)=O)C(=O)N2CC (centres undefined)	-7%[0.307 µM]	13%	3%[0.307 µM]	5%	16%	4%	-8%	0%	5%
Cc1ccc(C(=O)NC2CCS(=O)(=O)C2)cc1S(=O)(=O)N1CCCCC1 (centres undefined)	13%	-11%	0%	-1%	-5%	19%	1%[9.22 µM]	-1%	-3%
CCS(=O)(=O)c1nc(S(=O)(=O)c2ccc(Cl)cc2)c(N2CCC3(CC2)OCCO3)s1	-1%	-2%	?	1%	-4%	?	-6%	-3%	?
Cc1ccc(NC(=O)CSc2n[nH]c(-c3cccnc3)n2)cc1Cl	4%	-4%	11%	-21%	5%	-2%	-6%	12%	-24%
Cc1sc2nc(SCC(=O)C(C)(C)C)n(Cc3ccco3)c(=O)c2c1C	-14%	?	?	6.3µM*	11%	2.6µM*	5.8µM*	21%	7.1µM*
COc1ccccc1C(=O)NCCC(=O)NCc1cccnc1	-5%	4%	-3%	14%	12%	25%	-23%	12%	3%
NS(=O)(=O)c1ccc(NC(=O)COC(=O)CN2C(=O)C3CC=CCC3C2=O)cc1 (centres undefined)	4%	-5%	15%	11%	7%	-22%	?	2%	12%
Cc1ccc(C)c(NC(=O)c2ccc3nccnc3c2)c1	1%	3%	7%	12%	-11%	-1%	-16%	15%	-1%
COC(=O)c1ccc(NC(=O)CSc2nncn2-c2ccccn2)cc1	2%	-3%	40%[activator]	13%	-10%	-1%	-5%	12%	6%

Entries of single compounds, quoted from the list:
Listed for NS(=O)(=O)c1ccc(NC(=O)COC(=O)CN2C(=O)C3CC=CCC3C2=O)cc1 (centres undefined) = HEK293 tox = 4%; KB-3-1 cytotox = -5%; GLP-1R inv ag = 15%; HT1080 IDH1KD tx = 11%; TDP43 rescue = 7%; KB-V1 MDR tox = -22%; SW480 rerep = ?; GLP-1R agonist = 2%; HT1080NT lethal = 12%
Listed for O=C(CNC(=O)c1ccccc1F)NCC(c1cccs1)N1CCOCC1 (centres undefined) = HEK293 tox = ?; KB-3-1 cytotox = -2%; GLP-1R inv ag = 15%; HT1080 IDH1KD tx = -1%; TDP43 rescue = 0%; KB-V1 MDR tox = 0%; SW480 rerep = -3%; GLP-1R agonist = 2%; HT1080NT lethal = 1%

Another view of three compounds above.
SMILES: CCS(=O)(=O)c1nc(S(=O)(=O)c2ccc(Cl)cc2)c(N2CCC3(CC2)OCCO3)s1
  HEK293 tox = -1%; KB-3-1 cytotox = -2%; GLP-1R inv ag = ?; HT1080 IDH1KD tx = 1%; TDP43 rescue = -4%; KB-V1 MDR tox = ?; SW480 rerep = -6%; GLP-1R agonist = -3%; HT1080NT lethal = ?
SMILES: Cc1ccc(NC(=O)CSc2n[nH]c(-c3cccnc3)n2)cc1Cl
  HEK293 tox = 4%; KB-3-1 cytotox = -4%; GLP-1R inv ag = 11%; HT1080 IDH1KD tx = -21%; TDP43 rescue = 5%; KB-V1 MDR tox = -2%; SW480 rerep = -6%; GLP-1R agonist = 12%; HT1080NT lethal = -24%
SMILES: Cc1sc2nc(SCC(=O)C(C)(C)C)n(Cc3ccco3)c(=O)c2c1C
  HEK293 tox = -14%; KB-3-1 cytotox = ?; GLP-1R inv ag = ?; HT1080 IDH1KD tx = 6.3µM*; TDP43 rescue = 11%; KB-V1 MDR tox = 2.6µM*; SW480 rerep = 5.8µM*; GLP-1R agonist = 21%; HT1080NT lethal = 7.1µM*

(listing goes on)
SMILES	HEK293 tox	KB-3-1 cytotox	GLP-1R inv ag	HT1080 IDH1KD tx	TDP43 rescue	KB-V1 MDR tox	SW480 rerep	GLP-1R agonist	HT1080NT lethal
Cc1cc(C(=O)OCC(=O)NCc2ccccc2Cl)c(C)o1	-5%	5%	-2%	-7%	6%	-14%	-1%	14%	13%
O=C(Nc1c(C(=O)N2CCN(c3ccccc3)CC2)oc2ccccc12)c1ccccc1F	-7%	3%	?	nt	24%	?	nt	nt	nt
CC(Oc1ccc(Cl)cc1)C(=O)Nc1cccc(S(=O)(=O)N2CCCC2)c1 (centres undefined)	1%	-4%	22%	13%	4%	-1%	nt	-5%	1%
Cc1noc(C(=O)Nc2cc(Cl)ccc2O)c1Cl	-13%	-5%	-26%	-2%	-11%	3%	-11%	13%	-23%
Fc1cccc(Cl)c1Cc1noc(/C=C/c2ccccc2)n1	-4%	8%	-27%	-3%	5%	-16%	-1%	-2%	10%
Cc1oc(C(C)(C)C)cc1C(=O)NCC(=O)NCC(=O)O	0%	0%	8%	-10%	-16%	1%	-9%	0%	-16%
CCn1nnnc1-c1ccc(OC)c(S(=O)(=O)Nc2ccc(C)c(C)c2)c1	-4%[1.53 µM]	?	21%	9%	20%	?	-2%	-3%	6%
CC(=O)Nc1ccc(NC(=O)C(C)O/N=C/c2cccc([N+](=O)[O-])c2)cc1 (centres undefined)	7%	-2%	55%[activator]	-7%	-14%	0%	-4%	8%	-7%
CC1CCN(S(=O)(=O)c2cccc(C(=O)N(C)C3CCS(=O)(=O)C3)c2)CC1 (centres undefined)	-1%	1%	3%	11%	7%	17%	-13%	-10%	11%
Cc1ccc(C(C)C)c(OCCNCCc2ccccc2)c1	?	-10%	?	-5%	-6%	-1%	?	-3%	0%
CCCCCCCNC(=O)C1(CC2CC(c3cccc(Br)c3)=NO2)CCN(C(=O)C2(C)CC2)CC1 (centres undefined)	?	?	?	-16%	21%	?	4%	-2%	-16%
CC(C)C(c1nnnn1Cc1ccc(F)cc1)N1CCSCC1 (centres undefined)	-23%	?	-2%	9%	15%	?	-7%	-6%	-1%
O=C(Nc1ccc(Cl)cc1)N1CCc2[nH]c3ccccc3c2C1	18%	6%	?	-26%	3%	0%	14%	5%	-22%
CCOC(=O)c1c(-c2ccc(C)cc2)csc1NC1=NS(=O)(=O)c2ccccc21	1%	2%	0%	2%	15%	-12%	-4%	-5%	-1%
COc1ccccc1NC(=O)Cn1cnc2sc(C)c(S(=O)(=O)N3CCCCC3)c2c1=O	-2%	31%	-2%	13%	17%	9.2µM*	-38%[inhibitor]	-6%	16%
CCOC(=O)C1(C)CCN1C(=O)c1ccccc1C(F)(F)F (centres undefined)	1%	0%	6%	17%	13%	4%	nt	3%	12%
NC(=O)COC(=O)CNC(=O)c1sc2ccccc2c1Cl	1%	19%	6%	28%	-24%[0.397 µM]	?	-9%	13%	12%
COc1cccc(C(=O)n2nc(-c3ccco3)nc2NCc2cccs2)c1	-16%	24%	19%	nt	11%	14%	nt	nt	nt
Cc1cccc(-n2ncc(C(=O)N3CCN(Cc4ccccc4)CC3)c2C2CCN(C(=O)OC(C)(C)C)CC2)c1	-8%	-7%	-21%	nt	-12%	-9%	nt	nt	nt
Cc1[nH]c2ccccc2c1C1(O)C(=O)N(Cc2ccccc2)c2ccc(Cl)cc21 (centres undefined)	-18%	2%	?	nt	-92%[inhibitor]	13%	nt	-7%	nt
C=C(C)CN=c1scc(C)n1/N=C/c1ccco1	15%	-1%	?	2%	4%	5%	2%	4%	9%
O=C(c1ccco1)N1CCn2c1nc1ccccc12	-3%	-7%	6%	1%	-11%	1%	-3%	5%	-1%
O=C(Nc1cccc(Br)c1)c1cc(-c2ccc3c(c2)OCCO3)on1	-23%	0%	21%	nt	-21%	-14%	nt	nt	nt
COc1ccc2oc(C(=O)Nc3ccc(N4CCOCC4)cc3)c(C)c2c1	-27%	4%	?	0%	0%	?	-6%	-13%	3%
C=CCN=c1scc(C)n1/N=C/c1ccc(O)c(O)c1	-22%	-25%	151%[activator]	-21%	6%	7%	?	-7%	-14%
CCn1nccc1C(=O)Nc1ccc(Cl)c(Cl)c1	-11%	0%	?	2%	18µM*	3%	-5%	16%	1%
COC(CN1CCc2c(C)nc3c(C#N)cnn3c21)OC	6%	3%	83%[activator]	-2%	-14%	-11%	6%	9%	1%
Cc1ccc(S(=O)(=O)CC(=O)Nc2nc3c(C)cc(C)cc3s2)cc1	-6%	-10%	2%	nt	24%	7%	nt	nt	nt
CC(C)C[C@H](NC(=O)C1CCN(C(=O)[C@H](Cc2ccccc2)NC(=O)OC(C)(C)C)CC1)C(=O)O	3%	25%	7%	0%	-14%	-4%	-3%	-5%	3%
O=C(O)/C=C/C(=O)Nc1ccccc1C(=O)OCC(=O)c1ccc2c(c1)OCCO2	15%	0%	-7%	-15%	12%	5%	19%	0%	-15%
Cc1cc(O)c(CN(C)C)c2c1C(=O)/C(=C/c1ccco1)O2	102%[activator]	0%	40%[activator]	13%	-2%	1%	?	-4%	6%

Screens: PubChem BioAssay, National Center for Advancing Translational Sciences (NCATS)
